# Bioassay records deposited in PubChem by several laboratories.
# DNMT1 inh = DNMT1 (human) enzyme inhibition | P26358 | DNMT1 molecular beacon, Hinp1I cleavage, fluorescence | inhibition (reported as % activation of signal), % at 10 µM | actives 0.83% (n = 360,000) | AID 588458; in the data active means inhibition above about 50%
# Rpn11 block = inhibitors of human proteasome Rpn11 | O00487 | human 26S proteasome, Ub4-pepOG fluorescence polarization; 20S core pre-blocked with epoxomicin | calls only at 20 µM | actives 0.59% (n = 360,000);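 active means inhibition at 20 µM, scaled to each plate's controls, above about 33%, limit read from the data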
# SUMO1-SIM PPI = alters human SUMO1 binding to SIM partners; SUMO1 binding to a labelled peptide, TR-FRET, 1 h; inhibition, % at 20 µM; actives 0.33% (n = 360,000); in the data active means inhibition above about 37%
# Scp-1 inhibitor = blocks human Scp-1 phosphatase activity. Recombinant Scp1, phosphopeptide, malachite green phosphate absorbance. inhibition, % at 20 µM. actives 0.88% (n = 340,000). AID 493091;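 active means inhibition above about 50% at 20 µM, limit read from the data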;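 further: plate controls were DMSO wells with enzyme for no effect and wells lacking enzyme for full effect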
# Target sequence (Q9GZU7 76-261 limits assumed): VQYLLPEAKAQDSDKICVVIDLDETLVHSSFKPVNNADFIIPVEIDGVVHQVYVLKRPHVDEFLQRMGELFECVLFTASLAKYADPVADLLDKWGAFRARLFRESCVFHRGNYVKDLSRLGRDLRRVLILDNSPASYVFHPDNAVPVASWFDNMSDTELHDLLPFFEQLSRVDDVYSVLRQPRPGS
#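 Test system: SCP-1 catalytic domain; Buffer or medium: Acidic Tris acetate buffer with magnesium and detergent; Also added: Phosphorylated 17-residue peptide substrate; Compound: single 20 µM dose, 1% DMSO; Schedule: enzyme reaction 45 min at room temperature, colour 5 min, stabilisation 30 min; Signal: Phosphate-binding colour reagent, absorbance read at 630 nm.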
# NadD block = blocks S. aureus nicotinate mononucleotide adenylyltransferase | purified NadD enzyme, colorimetric absorbance read-out | AID 602399 | inhibition, % at 20 µM | actives 0.78% (n = 360,000); in the data active means inhibition above about 26%; further: some compounds past the cut are filed as inactive
# CSN inh = inhibitors of human CSN-mediated cullin deneddylation. actives 0.38% (n = 360,000). Purified CSN, SCF-Nedd8-OG deneddylation, fluorescence polarization. Q92905. inhibition, % at 12.5 µM. AID 651999;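 active means pattern-corrected inhibition above about 35%, with an unprinted fluorescence ratio check between 0.5 and 1.5, limit read from the data, passing the limit was not always enough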;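 further: 0% = enzyme with substrate and 100% = substrate without enzyme; some results filed as inactive read as strong as hits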
# Target sequence (Q92905 whole entry, looked up, one chain of several): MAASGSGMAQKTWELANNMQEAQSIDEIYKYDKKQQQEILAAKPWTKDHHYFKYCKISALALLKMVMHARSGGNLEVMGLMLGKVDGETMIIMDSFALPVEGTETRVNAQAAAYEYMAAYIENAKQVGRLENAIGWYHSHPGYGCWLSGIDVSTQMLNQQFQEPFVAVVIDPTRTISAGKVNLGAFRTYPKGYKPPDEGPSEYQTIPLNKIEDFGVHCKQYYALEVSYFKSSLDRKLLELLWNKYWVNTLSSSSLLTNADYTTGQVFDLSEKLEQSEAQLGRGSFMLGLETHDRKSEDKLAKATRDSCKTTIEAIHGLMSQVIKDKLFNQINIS
#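 Assay system: Purified human Csn5 enzyme expressed in HEK293T cells | Amount: Enzyme 0.24 nM | Measured by: Fluorescence polarization readout | Medium: Tris/NaCl/DTT buffer, pH 7.5 | Compound dosing: One concentration, 12.5 µM, 0.25% DMSO | Times: 90 min incubation of compound, enzyme and substrate at room temperature | Control set: no-enzyme wells high, enzyme-with-substrate wells low | Read-out: % inhibition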
# PABP1 MLLE inh = inhibitors of microRNA-mediated deadenylation, human PABP1 MLLE binding; P11940; GST-MLLE / FITC-PAM2 fluorescence polarization; inhibition, % at 20 µM; actives 0.36% (n = 360,000); in the data active means inhibition above about 35%, passing the limit was not always enough;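 further: plate controls were DMSO wells with GST-MLLE for no effect and wells lacking GST-MLLE protein for full effect; some results filed as inactive read as strong as hits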
# STEP inh = inhibitors of human striatal-enriched phosphatase STEP | P54829 | recombinant STEP, OMFP fluorogenic substrate, fluorescence | inhibition, % at 20 µM | actives 0.25% (n = 360,000) | AID 588621;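 active means inhibition at 20 µM, scaled per plate between control wells, above about 37%, limit read from the data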;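 further: 0% = DMSO with enzyme and substrate and 100% = substrate only without enzyme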
# Target sequence (P54829 whole entry, looked up): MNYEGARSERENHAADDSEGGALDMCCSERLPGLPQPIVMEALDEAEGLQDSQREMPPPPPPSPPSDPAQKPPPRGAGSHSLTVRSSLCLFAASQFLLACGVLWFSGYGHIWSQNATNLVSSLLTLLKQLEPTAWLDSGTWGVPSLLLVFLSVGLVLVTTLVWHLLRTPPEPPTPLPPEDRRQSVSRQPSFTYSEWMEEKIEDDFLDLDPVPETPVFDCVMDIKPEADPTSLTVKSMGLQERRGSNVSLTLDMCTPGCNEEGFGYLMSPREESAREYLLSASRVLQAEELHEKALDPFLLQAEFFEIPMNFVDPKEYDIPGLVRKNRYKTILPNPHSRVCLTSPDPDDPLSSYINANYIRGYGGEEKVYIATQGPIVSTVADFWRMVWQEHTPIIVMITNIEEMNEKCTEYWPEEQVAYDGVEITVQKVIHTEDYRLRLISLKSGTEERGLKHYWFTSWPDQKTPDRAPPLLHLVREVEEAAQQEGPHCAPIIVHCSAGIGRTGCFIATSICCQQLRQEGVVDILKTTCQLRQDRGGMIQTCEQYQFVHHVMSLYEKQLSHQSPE
#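 Also added – OMFP at 25 µM · Test system – STEP tyrosine phosphatase · Technique – FITC-channel fluorescence of OMFP product · Schedule – 20 min at room temperature, dark · Evaluation – control-normalized % inhibition with plate pattern correction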
# Tb MetRS inh = Trypanosoma brucei MetRS inhibition. inhibition, % at 11.9 µM. purified T. brucei MetRS, ATP depletion, Kinase-Glo luminescence. actives 0.4% (n = 360,000). AID 624268;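 active means inhibition above a per-plate cutoff of the control wells' mean inhibition plus 3 SD, cut at about 5.5% in these data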;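 further: 0% = DMSO wells median and 100% = median of wells with control inhibitor compound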
#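 Material: parasite MetRS enzyme / Replication: singlicate, one well per compound / Signal: luminescence of leftover ATP / Schedule: 2 h aminoacylation at 25 °C after 15 min preincubation / Medium: HEPES-MgCl2-KCl buffer plus DTT, spermine, BSA, pyrophosphatase / Doses: 11.9 µM single point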
# LMPTP inh = blocks human LMPTP phosphatase; P24666; actives 0.22% (n = 360,000); inhibition, % at 20 µM; recombinant LMPTP-A, OMFP fluorogenic substrate, fluorescence intensity;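 active means compounds that cut the enzyme signal by at least half of the control window in the single-dose screen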;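 further: plate controls were DMSO wells with enzyme plus substrate for no effect and substrate without enzyme for full effect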
#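 Test system: LMPTP-A, protein tyrosine phosphatase of low molecular weight; Input: 0.625 nM enzyme; Incubation: 50 min dark incubation at room temperature; Signal: endpoint fluorescence intensity from OMFP dephosphorylation; Read-out basis: % inhibition versus control wells.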
# * hit, by the source's call; i = inactive; x = no result given; + = active, no number.
# Order of values – DNMT1 inh	Rpn11 block	SUMO1-SIM PPI	Scp-1 inhibitor	NadD block	CSN inh	PABP1 MLLE inh	STEP inh	Tb MetRS inh	LMPTP inh
(1) Cc1cccc(C)c1NC(=O)COC(=O)c1ccccc1[N+](=O)[O-]
    -2	i	-15	-2	4	2	13	-3	0.0	-1.6
(2) COc1ccc(C(=O)N2CCC(C(=O)Nc3ccccc3OC)CC2)cc1
    2	i	1	-8	-1	6	-6	-1	-0.2	-2.3
(3) COc1cccc(C(=O)NCCS(=O)(=O)N2CCC(C)CC2)c1
    0	i	8	-6	-7	-4	2	-1	-0.5	-1.1
(4) COc1ccc(S(=O)(=O)N2CCC[C@H]2C(=O)N2CCC[C@H]2C(=O)NCc2ccccn2)cc1C
    x	x	6	x	2	1	x	x	-0.2	-1.6
(5) Cc1ccc(CN2CCN(Cc3ccccn3)CC2CCO)cc1 (stereo not given)
    -1	i	-2	-7	0	-1	-5	6	-0.3	-0.4
(6) CCCN1CCC(=O)N([C@H](CSc2ccc(OC)cc2)Cc2ccccc2)CC1
    5	i	4	-9	-9	-1	26	-3	-0.1	-0.3
(7) COc1ccc(CNC(=O)CCc2c(C)nc3cc(-c4ccccc4OC)nn3c2C)cc1
    0	i	1	1	-1	-4	-10	0	0.1	-0.1
(8) O=C(c1cc2sccc2n1Cc1ccccc1)N1CCN(c2nc3ccccc3s2)CC1
    -8	i	-1	16	34*	3	5	1	-0.3	3.9
(9) Cc1nc(C(=O)N2CCc3c([nH]c4ccccc34)C2c2cc(F)ccc2F)cs1 (stereo not given)
    1	i	-1	0	11	-2	3	-3	-0.3	0.5
(10) COc1ccc(C(C#N)CC(=O)c2ccc3c(c2)OCO3)cc1OC (stereo not given)
    -5	i	-2	x	-4	0	5	-3	-0.5	-2.9
(11) CCOC(=O)c1oc2cc(OCC(N)=O)ccc2c(=O)c1-c1ccc(OC)c(OC)c1
    2	i	-9	2	-4	-6	6	2	-0.6	-1.4
(12) C=CCNC(=S)NNC(=O)c1ccccc1
    4	i	0	-8	6	2	0	3	-0.6	-1.1
(13) O=C1NC[C@H](CCCCN2CCN(Cc3ccccc3)C(=O)C2=O)N(Cc2ccccc2)C1=O
    x	x	-2	x	10	-5	x	x	0.0	-0.7
(14) O=C(NCCc1ccc(Cl)cc1)C1CCN(S(=O)(=O)N2CCC3(CC2)OCCO3)CC1
    8	i	1	-8	-6	-3	-2	0	0.3	-0.2
(15) CC(C)(O)C#Cc1ccc(CN2CCN(C3CCCCC3)C(CCO)C2)cc1 (stereo not given)
    0	i	2	-4	0	0	-1	-3	-0.4	-0.7

# Overlap with the part before: two compounds, followed by the next part.
# Order of values – DNMT1 inh	Rpn11 block	SUMO1-SIM PPI	Scp-1 inhibitor	NadD block	CSN inh	PABP1 MLLE inh	STEP inh	Tb MetRS inh	LMPTP inh
(14) O=C(NCCc1ccc(Cl)cc1)C1CCN(S(=O)(=O)N2CCC3(CC2)OCCO3)CC1
    8	i	1	-8	-6	-3	-2	0	0.3	-0.2
(15) CC(C)(O)C#Cc1ccc(CN2CCN(C3CCCCC3)C(CCO)C2)cc1 (stereo not given)
    0	i	2	-4	0	0	-1	-3	-0.4	-0.7
(16) CCn1nc(C)c(CN2CCC(C(=O)Nc3cccc(-c4cccc(F)c4)c3)CC2)c1C
    -2	i	-2	0	-7	0	-1	-3	0.2	0.6
(17) CCN(CC(=O)NCc1cccs1)C(=O)c1cc(S(=O)(=O)N2CCCCC2)ccc1Cl
    0	i	4	-6	-10	-5	6	1	-0.6	0.0
(18) Nc1n[nH]c(CO)n1
    0	i	-1	-7	-3	0	-1	-2	-0.3	-0.7
(19) Cn1c(Cc2ccccc2)nnc1SCC(=O)Nc1cccc(S(=O)(=O)NC2=NCCCCC2)c1
    1	i	1	-17	-3	3	-3	0	0.6	-1.3
(20) CCCCN(CCCC)C1=Nc2ccccc2N/C1=C(/C#N)C(=O)OCC
    -11	i	-5	0	11	-1	-14	6	-1.2	6.0
(21) COc1cc2c(cc1OC)CN(C(=S)NC(=O)c1ccccc1)CC2
    -3	i	1	7	-2	-3	-19	0	-0.1	0.2
(22) Cc1ccc(NS(=O)(=O)c2cccc(C(=O)N3CCCC(C)C3)c2)cc1 (stereo not given)
    -1	i	2	-1	-5	0	-10	-1	-0.5	0.9
(23) CC1=NN(C(C#N)c2ccccc2)C(C)(C)C1 (stereo not given)
    -1	i	-1	-1	6	2	-6	1	-0.8	-1.4
(24) COc1ccccc1CCNS(=O)(=O)c1c(C)n(C)c(=O)n(C)c1=O
    -1	i	-3	10	-4	-1	6	1	-0.9	-1.3
(25) CCn1cc(/C=C(\NC(=O)c2ccccc2F)C(=O)N2CCN(C)CC2)c2ccccc21
    5	i	-1	x	-3	0	-6	-3	-0.4	2.5
(26) COc1cc(Cl)c(S(=O)(=O)NCCN2CCOCC2)cc1Cl
    2	i	1	6	0	-4	-7	-6	-2.0	-2.0
(27) Cc1ccc(-c2csc3ncnc(SCC(=O)c4ccc5c(c4)OCCO5)c23)cc1
    0	i	-7	-11	-2	5	-12	-2	-0.6	2.3
(28) CC(C)CN1CCC(CNC(=O)CCc2nnc(Cc3c[nH]c4ccccc34)o2)CC1
    12	i	3	1	-3	-7	-1	-2	-0.9	-0.1
(29) CSc1ccccc1C(=O)Nc1cccc(C)c1
    4	i	1	-5	-1	5	1	1	-0.4	-1.7
(30) CC(=O)Nc1nonc1NC(=O)CSc1nc2ccccc2o1
    5	i	7	-5	3	3	30	-2	0.0	-0.2
(31) Cc1ccc(N=Cc2c(O)cc(C)oc2=O)c(C)c1
    0	+	-7	-1	-3	4	-12	3	-1.1	1.1
(32) O=C(Nc1ccc(O)c(C(=O)O)c1)Oc1ccccc1
    2	i	2	5	-10	0	12	0	-0.1	-1.7
(33) CCc1ccc([C@@H]2C[C@H]3[C@@H](CN2S(=O)(=O)c2ccc(C)cc2)C(=O)C[C@@H](c2ccccc2F)N3S(=O)(=O)c2ccc(C)cc2)cc1
    -1	i	5	x	17	9	-12	3	-0.8	-0.4
(34) Cc1ccc(CC(=O)NNC(=O)c2ccncc2)cc1C
    0	i	2	2	0	-2	57*	13	-0.5	-0.9
(35) O=C(CSc1nc(=O)n2ccccc2n1)N1CCCc2ccccc21
    -3	i	-3	-4	-2	0	10	2	-0.3	-0.1
(36) COc1cc(Cl)ccc1NC(=S)N(CCCN1CCOCC1)Cc1cn(C)c2ccccc12
    -9	i	3	-6	-5	-1	26	91*	-0.1	-1.2
(37) CC(C)NC(=O)CN1CCN(Cc2nc(C(c3ccccc3)c3ccccc3)no2)CC1
    -2	i	3	-2	-3	-1	7	0	-0.4	-1.6
(38) Cc1ccc(-c2nnc(Nc3ccc(OCC(N)=O)cc3)c3ccccc23)cc1S(N)(=O)=O
    1	i	-7	-3	0	3	1	3	0.1	0.1
(39) CC(=O)N1CCc2cc(S(=O)(=O)NCCC(=O)NCCc3ccc(Cl)cc3)ccc21
    -1	i	3	-5	-3	2	-9	-2	0.1	-1.4
(40) O=C(COC(=O)Cn1cnc2ccccc2c1=O)NCC12CC3CC(CC(C3)C1)C2
    -3	i	1	-10	-3	-6	-10	0	-0.3	0.1
(41) CCOC(=O)c1sc2nc(C)n(N)c(=O)c2c1C
    1	i	-3	-1	0	0	-8	-2	0.8	0.8
(42) COc1cccc(C(O)c2nc(/C=C/c3ccccc3)cs2)c1 (stereo not given)
    10	i	-20	x	-6	-5	2	-3	-0.5	0.0
(43) CSc1nc2ccccc2n1CC(=O)N1CCCCC1
    6	i	2	0	-1	-6	-1	-1	-0.6	0.8
(44) COC(=O)CCCN1C(=O)NC(c2ccc(-c3ccccc3)cc2)C(C(=O)OCc2ccccc2)=C1C (stereo not given)
    -9	i	1	-1	4	7	9	1	-0.4	0.9
(45) Cc1cccc(-c2nnc(SCCC(=O)N3CCOCC3)o2)c1
    1	i	-5	-2	0	-3	-136	0	-1.0	-1.0
(46) CC(=O)N(C)c1nnc(-c2cnccn2)s1
    3	i	-7	-12	-3	2	0	4	0.1	-1.8
(47) CC(C)c1ccccc1NC(=S)NCCCn1ccnc1
    0	i	-1	-3	0	-6	-6	0	-0.7	-1.1
(48) Nc1ccc(C(=O)OCC(=O)NC2CC2)cc1[N+](=O)[O-]
    2	i	-33	-8	5	-2	1	6	-0.4	0.5
(49) C/C(=N\NC(=O)c1cc(C2CC2)nc2ccccc12)c1ccc(C)s1
    1	i	0	5	3	-4	-9	-1	-1.1	-0.8
(50) O=C(c1ccc([N+](=O)[O-])s1)N1CCCc2ccccc21
    -4	i	-34	-4	-10	0	0	2	-0.7	0.2
(51) C[C@H](CO)N1C[C@H](C)[C@@H](CN(C)C(=O)Nc2ccc(C(F)(F)F)cc2)Oc2ccc(NC(=O)C3CC3)cc2C1=O
    0	i	1	56*	-1	-7	13	1	0.7	0.6
(52) O=C1CCN(C(=O)c2cccs2)c2ccccc21
    4	i	3	-3	-2	-5	0	-4	-0.6	-0.3
(53) COc1ccc(CC(=O)Nc2ccc(S(=O)(=O)Nc3ncccn3)cc2)cc1
    -3	i	1	-9	3	-1	-67	-2	-0.8	0.0
(54) Cc1cn([C@H]2C[C@H](O)[C@@H](CCC(=O)NCCc3cccs3)O2)c(=O)[nH]c1=O
    9	i	1	x	-5	1	6	-3	-0.2	-1.6
(55) O=C(Nc1nc2ccccc2[nH]1)C1CCN(C(=O)c2ccc(F)cc2)CC1
    -3	i	3	-8	1	1	-13	-1	-0.5	0.0
(56) O=C(CN1CCCc2ccccc21)Nc1ccc(F)cc1[N+](=O)[O-]
    2	i	-9	-2	-4	-3	-2	2	-1.2	3.5
(57) Cc1cc(C)cc(NC(=S)N2CCN(c3ncccn3)CC2)c1
    0	i	0	9	0	-3	-114	0	-0.8	-1.4
(58) O=C1C=C(c2ccc3c(c2)OCO3)CCC1
    0	i	-21	-5	-1	-7	7	1	-0.3	-0.6
(59) COC(=O)c1ccc(NC(=O)CSc2ccc(-c3ccccn3)nn2)cc1
    9	i	19	-5	-3	1	-5	16	-0.5	11
(60) Cc1sc2nc(SCC(=O)OC(C)C)n(C)c(=O)c2c1C
    1	i	2	-14	-5	-1	-56	1	-0.5	1.9
(61) CCn1nnnc1SCC(=O)Nc1ccc2c(c1)OCCO2
    3	i	0	-7	-6	3	6	0	-0.4	-1.4
(62) O=C(OCCN1C(=O)c2ccccc2C1=O)c1cnccn1
    7	i	-5	0	-2	1	5	-1	-0.7	-1.2
